12-LOX inh = inhibitors of human 12S-lipoxygenase ALOX12; purified 12hLO, xylenol orange hydroperoxide absorbance; Potency, µM (titrated, usually from 108 µM), for inactives: at the top dose activity change, negative = inhibition, actives largely listed as inhibitors; 580,000 compounds, 1.1% hits; AID 1671190; note: % is set by controls: 0 for no effect and ±100 for the full control effect
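Purified human 12hLO at 150 nM in 25 mM Hepes, 0.01% Triton X-100, pH 7.0, preincubated 15 min at room temperature with compound. Reaction started with 40 uM arachidonic acid, 30 min at room temperature. Hydroperoxide measured by Fe-xylenol orange, 573/405 nm absorbance ratio.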
TrxR1 substrate = rat thioredoxin reductase 1 substrate activity. O89049. purified TrxR1 substrate turnover, NADPH consumption readout. Potency, µM (doses to about 114 µM), without a hit: at the top dose activity change, negative = substrate turnover. 390,000 compounds, 0.01% hits. AID 588456; note: % is set by controls: 0 for no effect and ±100 for the full control effect; nearly all actives have a fitted effect of over 50% in size
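Rat TrxR1, dispensed at 90 nM, was prereduced with 400 uM NADPH (final) for 5 min at ~22 deg C, then incubated with compound 15 min before 400 uM selenite. A first-read NADPH fluorescence drop versus no-compound background flagged substrates.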
RXFP1 agonist = RXFP1 (human) receptor agonism; HEK293T-RXFP1 cAMP TR-FRET, 30 min; response scale: percent of porcine relaxin response, buffer zero; AID 2676; Potency, µM (top dose mostly 57.5 µM), for inactives: at the top dose activation, actives largely listed as activators; Q9HBX9; 370,000 compounds, 0.3% hits; note: % is set by controls: 0 for no effect and ±100 for the full control effect; nearly all actives have a fitted effect of over 60% in size; many of its hits are not listed in these tables
Target sequence (Q9HBX9 whole entry, looked up): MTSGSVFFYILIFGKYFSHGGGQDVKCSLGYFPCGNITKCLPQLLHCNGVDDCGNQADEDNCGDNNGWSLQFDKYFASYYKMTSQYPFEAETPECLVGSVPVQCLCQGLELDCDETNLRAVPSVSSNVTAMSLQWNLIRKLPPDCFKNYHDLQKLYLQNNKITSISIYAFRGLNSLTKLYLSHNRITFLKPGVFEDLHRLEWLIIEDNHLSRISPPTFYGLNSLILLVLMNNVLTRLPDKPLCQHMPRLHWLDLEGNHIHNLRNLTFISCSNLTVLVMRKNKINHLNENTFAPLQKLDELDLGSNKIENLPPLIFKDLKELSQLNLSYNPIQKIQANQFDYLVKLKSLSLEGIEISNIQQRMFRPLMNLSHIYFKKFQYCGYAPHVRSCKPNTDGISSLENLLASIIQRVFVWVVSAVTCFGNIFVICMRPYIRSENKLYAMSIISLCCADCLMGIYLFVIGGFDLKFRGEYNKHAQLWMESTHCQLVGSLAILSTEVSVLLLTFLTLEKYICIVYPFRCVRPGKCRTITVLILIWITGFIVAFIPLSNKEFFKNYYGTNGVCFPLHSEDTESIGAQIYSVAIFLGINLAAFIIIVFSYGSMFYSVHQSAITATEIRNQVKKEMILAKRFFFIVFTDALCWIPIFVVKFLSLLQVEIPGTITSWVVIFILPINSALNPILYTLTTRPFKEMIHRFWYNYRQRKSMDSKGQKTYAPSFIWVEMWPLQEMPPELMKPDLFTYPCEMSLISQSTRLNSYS
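HEK293 cells stably expressing RXFP1, treated 30 min at 37C with compounds plus PDE4 inhibitor Ro 20174; cAMP measured by HTRF TR-FRET. Normalized to buffer and 29 nM porcine relaxin; EC50 by Hill fit.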
USP1-UAF1 inh = blocks the human USP1/UAF1 deubiquitinase complex; 390,000 compounds, 0.23% hits; Potency, µM (titrated, usually from 57.1 µM), for the others: top-dose activity change, negative = inhibition, most hits filed as inhibitors; O94782; recombinant USP1/UAF1, Ub-Rhodamine cleavage fluorescence; note: % is set by controls: 0 for no effect and ±100 for the full control effect; nearly all actives have a fitted effect of over 60% in size; inactives centre near -12
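1 nM enzyme complex + cpd, 15 min RT; start with Ub-Rho 150nM final; kinetic fluorescence ex 480/em 540, 6 reads q60 s. Buffer 50mM HEPES pH 7.8, 0.5mM EDTA, 0.1 mg/ml BSA, 1mM TCEP, 0.01% Tween-20.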
mIDH1 inhibitor = inhibitors of human mutant IDH1 R132H | O75874 | IDH1-R132H enzyme, NADPH consumption, diaphorase/resazurin fluorescence | Potency, µM (highest dose often 76.6 µM), for inactives: top-dose activity change, negative = inhibition, usual class: inhibitors | 390,000 compounds, 0.093% hits; note: % is set by controls: 0 for no effect and ±100 for the full control effect; nearly all actives have a fitted effect of over 65% in size
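IDH1-R132H (0.5 ug/mL) preincubated 30 min with compound, then NADPH (0.016 mM) and alpha-KG (2 mM) added; 80 min at RT, pH 7.5. Remaining NADPH coupled via diaphorase/resazurin to fluorescence (540/590 nm); concentration-response curves normalized to no-enzyme control.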
Vif-APOBEC3F blk = Vif-A3F binding inhibition. Potency, µM (top dose mostly 46.1 µM), inactives show at the highest dose activity, negative = active. 390,000 compounds, 0.2% hits. AID 602313. HeLa A3F-eYFP + Vif (tagged APOBEC3F with the HIV-1 protein that degrades it), YFP fluorescence increase; note: % of control where 0% means no effect; nearly all actives have a fitted effect of over 65% in size
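HeLa cells stably expressing A3F-eYFP plus Vif, plated and incubated overnight at 37 deg C, then exposed to compounds overnight at 37 deg C. Blocked degradation read as raised yellow fluorescence (Ex 488/Em 500-530).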
TrxR1 inh = blocks rat thioredoxin reductase 1; 390,000 compounds, 1% hits; Potency, µM (titrated, usually from 114 µM), for the others: at the top dose activity change, negative = inhibition, hits mostly inhibitors; recombinant rTrxR1, NADPH fluorescence consumption, selenite substrate; note: % is set by controls: 0 for no effect and ±100 for the full control effect; nearly all actives have a fitted effect of over 65% in size
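Rat TrxR1 (90 nM in the dispensed reagent) was pre-reduced with 400 uM NADPH for 5 min at room temperature, then incubated with compound for 15 min. After 400 uM selenite was added, NADPH fluorescence (Ex 340/Em 450 nm) was followed for 8 min.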
Vif-A3G inh = blocks the Vif interaction with human APOBEC3G | Q9HC16 | HeLa A3G-eYFP + Vif (tagged APOBEC3G with the HIV-1 protein that degrades it), YFP fluorescence, overnight | Potency, µM (titrated, usually from 46.1 µM), without a hit: at the top dose activity, negative = active, usual class: inhibitors | 410,000 compounds, 0.076% hits | AID 602310;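 note: % is set by controls: 0 for no effect and ±100 for the full control effect; nearly all actives have a fitted effect of over 60% in size; hits raise eYFP signal because A3G escapes Vif-driven loss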
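Read-out is eYFP fluorescence (Ex 488/Em 500-530) from Vif-expressing HeLa A3G-eYFP cells; more signal means A3G escaped Vif-mediated degradation. Cells plated overnight, compound pinned in, incubated overnight at 37 deg C.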
RGS4 inhibitor = blocks human RGS4-accelerated GTP hydrolysis. P49798. Transcreener GDP fluorescence polarization, RGS4-accelerated GTP hydrolysis. Potency, µM (top dose mostly 114 µM), inactives show at the top dose activity change, negative = inhibition, hits mostly inhibitors. 390,000 compounds, 0.039% hits. AID 504845; note: % is set by controls: 0 for no effect and ±100 for the full control effect; nearly all actives have a fitted effect of over 75% in size; some results filed as inactive show a strong effect at the top dose
Target sequence (P49798 whole entry, looked up): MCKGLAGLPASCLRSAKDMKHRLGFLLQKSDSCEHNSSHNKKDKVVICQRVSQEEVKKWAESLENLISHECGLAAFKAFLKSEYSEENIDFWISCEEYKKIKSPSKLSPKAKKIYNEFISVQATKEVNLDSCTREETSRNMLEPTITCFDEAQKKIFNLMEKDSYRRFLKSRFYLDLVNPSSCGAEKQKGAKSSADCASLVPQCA
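MLSMR compounds (23 nl, pin-transferred) preincubated 10 min at room temperature with a 500nM (2x) first reagent, then RGS4 at 900nM (2x) plus Transcreener GDP mix added; fluorescence polarization (620/688 nm) read before and after 90 min at 30 °C.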
Active calls of the source: *; ? = inconclusive; · = no result given; [ ] = dose if it differs, or a comment. Calls come from the whole dose curve; as a rule, active = well fitted curve in the direction sought with a large enough effect; inconclusive = small, poorly fitted or top-dose-only effect, or another doubt; inactive = no such curve, though single readings can be large; an effect the other way counts as inactive or inconclusive. Potency is the fitted concentration of half-maximal effect.

Structure,12-LOX inh,TrxR1 substrate,RXFP1 agonist,USP1-UAF1 inh,mIDH1 inhibitor,Vif-APOBEC3F blk,TrxR1 inh,Vif-A3G inh,RGS4 inhibitor
Cc1ccc2nc(C3CCN(CC(=O)N4CCCCCC4)CC3)[nH]c2c1,5%,10%,1.4%,-10%,2%,-8%,13%,-2%,22%
COCCNS(=O)(=O)c1ccccc1,4%[57.4 µM],5%[57.1 µM],0.8%,-9%,11%,1%,8%[57.1 µM],0%,-2%
CCc1ccc(/C=C2\SC(=S)N(CCCC(=O)Nc3ccc(C(=O)O)cc3)C2=O)cc1,-23%,1%,-0.1%,-26%,8%,1%,2%,2%,?
COc1ccc(S(=O)(=O)N2CCOC23CCN(S(=O)(=O)c2ccc(F)cc2C)CC3)cc1,-1%,-4%,-0.1%,-14%,6%,3%,-5%,2%,-14%
Cc1cc(C(F)(F)F)n(-c2nc(C(=O)O)cs2)n1,-29%,4%,4.6%,-12%,-9%,0%,3%,4%,6%
CCOC(=O)[C@@H]1[C@H]2COc3ccc(Br)cc3[C@@H]2N2C(=O)N(c3ccc(Cl)cc3)C(=O)[C@]12C,6%,3%,·,-23%,-3%,-3%,26%,1%,-15%
COC(=O)CNC(=O)C(C)(C)Oc1ccc(Cl)cc1,-19%,2%,2.8%,-24%,-2%,9%,10%,3%,-10%[11.4 µM]
COc1ccc(CNC(=O)CCN2C(=O)[C@@H]3Cc4ccccc4CN3C2=O)cc1,3%,0%,0.1%,-14%,-2%,1%,16%,0%,-6%
CC(C)C[C@H](NC(=O)c1nc[nH]c1C(=O)N(C)Cc1ccccc1)C(=O)OCc1ccccc1,11%,-5%[57.1 µM],-2.3%,?,-15%,8%,3%[57.1 µM],-2%,-2%
CC(=O)N1CCCc2cc(S(=O)(=O)N3CCC(C(=O)NCc4ccccc4Cl)CC3)ccc21,-13%,2%[57.1 µM],-0.5%,-16%,0%,-10%,16%[57.1 µM],-2%,-10%
CCC(C)NC(=O)c1cn(CC)c2ccc(S(=O)(=O)N(C)C)cc2c1=O (stereo not drawn),389%[activator],-12%[57.1 µM],0.0%,-13%,?,0%,8%[57.1 µM],0%,-2%
CC(C)(C)C(=O)CN1C(=O)NC2(CCOc3ccccc32)C1=O (stereo not drawn),19%,-3%,4.0%,1%,-2%,3%,9%,2%,0%
COC(=O)c1ccc(Nc2ncnc3c2nc2n3CCCC2)cc1,?,-9%,0.1%,-26%,-10%,-3%,3%,4%,39%
O=C(Nc1ccc(NC(=O)c2cccs2)cc1)c1ccc2c(c1)OCO2,-3%,13%,0.0%,-14%,5%,?,4%,-5%,6%
Cc1nn(CC(=O)O)c(C)c1N,4%,1%,-3.3%,-14%,1%,7%,6%,1%,-2%
C/C(=C(/NC(=O)c1ccccc1)C(=O)O)c1ccco1,?,-5%,-0.1%,-16%,-7%,1%,?,4%,-27%
Oc1cc(NCc2ccc(F)cc2)cc2cccnc12,?,8%,1.4%,·,·,-1%,-10%[57.1 µM],-12%,-8%
CCC(NC(=O)Cc1c(C)c2ccc(OC)c(C)c2oc1=O)C(=O)NC(Cc1ccc(Cl)cc1)C(=O)O (stereo not drawn),-22%,330%[activator],-1.3%,-28%,-1%,5%,7%,2%,-1%
O=S(=O)(N1CCCCC1)n1c(Cc2ccccc2)nc2ccccc21,-13%,7%,0.7%,-11%,0%,-1%,14%,0%,9%
CCCN(CCC)CCNc1c(N2CCN(C(=O)OCC)CC2)c(=O)c1=O,26%,-13%,-0.8%,-14%,1%,-6%,-11%,0%,5%
O=C(N/N=C/C=C/c1ccccc1)c1ccncc1,-12%,-10%,1.5%,-5%,2%,1%,-13%,-3%,?
COc1ccc(NC(=S)NCc2ccc(F)cc2)c(OC)c1,0%,5%,-1.1%,-17%,3%,5%,8%,-3%,-3%
Cc1oc2c(CN3CCCC3)c(O)ccc2c(=O)c1-c1ccc(Br)cc1,-25%,118%[activator],3.0%,6%,-4%,5%,-22%,1%,0%
Cc1ccccc1Nc1c(-c2cccc(O)c2)nc2ccc(Br)cn12,?,2%,3.8%,9%,-1%,-23%,14%,-17%,3%

Whole records, looked up by structure. Order of values: 12-LOX inh, TrxR1 substrate, RXFP1 agonist, USP1-UAF1 inh, mIDH1 inhibitor, Vif-APOBEC3F blk, TrxR1 inh, Vif-A3G inh, RGS4 inhibitor
CCC(NC(=O)Cc1c(C)c2ccc(OC)c(C)c2oc1=O)C(=O)NC(Cc1ccc(Cl)cc1)C(=O)O (stereo not drawn) is listed with -22%, 330%[activator], -1.3%, -28%, -1%, 5%, 7%, 2%, -1%
COC(=O)c1ccc(Nc2ncnc3c2nc2n3CCCC2)cc1 is listed with ?, -9%, 0.1%, -26%, -10%, -3%, 3%, 4%, 39%

(cont.)
Structure,12-LOX inh,TrxR1 substrate,RXFP1 agonist,USP1-UAF1 inh,mIDH1 inhibitor,Vif-APOBEC3F blk,TrxR1 inh,Vif-A3G inh,RGS4 inhibitor
C=CCOc1c(Cl)cc(C2NC(=O)NC(C)=C2C(=O)OC)cc1Cl (stereo not drawn),-7%[57.4 µM],10%,2.4%,-14%,-3%,-3%,11%,?,1%
O=[N+]([O-])c1cccc(C=Nc2cccc3ccccc23)c1O,21%,101%[activator],-2.1%,?,-5%,14%,-13%,0%,-46%
N#CC1=C(SCC(=O)Nc2nccs2)NC(=O)CC1c1ccccc1 (stereo not drawn),-5%,5%,-0.1%,-16%,1%,1%,11%,-19%,-7%
CCOC(=O)c1cc(-c2ccc(C#N)cc2)nc2c1c(C)nn2CCC#N,75%,56%[activator][57.1 µM],0.3%,-15%,-1%,0%,10%[57.1 µM],1%,20%
COCCCNC(=O)CCc1c(C)nc2c(c(C)nn2-c2ccc(C)cc2)c1C,-8%,73%[activator],-0.4%,-20%,-2%,7%,14%,-5%,8%
O=C1CCCC2=C1C(Cc1ccccc1)C1=C(CCCC1=O)O2,0%,-4%,0.2%,-17%,5%,2%,-6%,0%,4%
CCOc1ccc(CN(C)C(=O)CNC(=O)c2sc3ccccc3c2Cl)cc1,332%[activator],-6%,3.4%,-18%,2%,8%,24%,1%,0%
CN(C(=O)COC(=O)c1cncc(Br)c1)C1CCS(=O)(=O)C1 (stereo not drawn),?,5%,1.8%,-18%,-3%,4%,13%,10%,-24%
Cc1ccc(O)c(C(=O)CC(=O)c2cccc(F)c2)c1,?,-5%,-1.8%,-20%,-2%,-4%,4%[57.1 µM],-3%,-10%[11.4 µM]
CN(CC(=O)Nc1ccc(Cl)c(Cl)c1)CC(=O)Nc1ccc2c(c1)OCO2,322%[activator],-4%,0.8%,-10%,-4%,2%,14%,-12%,6%
Cc1ccc(NS(=O)(=O)c2ccc(CCC(=O)N3CCCC3)cc2)cc1,-14%,-1%[57.1 µM],-0.1%,3%,9%,15%,19%[57.1 µM],-3%,-24%
CCOC(=O)c1c(C)[nH]c(C)c1S(=O)(=O)NCCCN1CCOCC1,0%,-5%,-0.1%,-17%,9%,-10%,-8%,0%,-16%
CN(C)c1cccc(C(=O)NNC(=O)CSc2ccccc2)c1,-1%,0%,-2.5%,1%,11%,-13%,19%,2%,4%
CC(C)COCc1ccc(O)c2ncccc12,?,-2%[57.1 µM],0.0%,-22%,-3%,-22%,-4%[57.1 µM],1%,6%
CCOC(=O)N1CCN(C(=O)COC(=O)Cc2ccc(Cl)cc2)CC1,-4%,3%[57.1 µM],-0.2%,-8%,1%,-2%,8%[57.1 µM],1%,1%
CC(=O)c1cccc(NC(=O)Cn2c(=O)oc3cc(S(=O)(=O)NC4CCCC4)ccc32)c1,0%,-1%,1.0%,-20%,-12%,-13%,0%,-3%,9%
COc1ccc(S(=O)(=O)N2CCOCC2)cc1Br,9%,3%[57.1 µM],3.7%,-25%,4%,-46%,9%[57.1 µM],-1%,0%
COc1cc(NC(=O)CCc2c(C)[nH]c(=O)c(C#N)c2C)cc(OC)c1,10%,2%,3.7%,-15%,13%,13%,8%,0%,8%
COC(=O)C1=NN(C(=O)c2cccc(Br)c2)C(O)(c2ccc(Cl)cc2)C1 (stereo not drawn),?,1%,2.4%,-22%,-3%,?,8%,?,-18%
CCn1c(SCC(=O)Nc2ccc3c(c2)OCCO3)nnc1C(C)C,-7%,14%[57.1 µM],0.1%,-20%,11%,17%,18%[57.1 µM],1%,-34%
Cc1cccc(OC(C)C(=O)OCC(=O)Nc2sccc2C(N)=O)c1 (stereo not drawn),6%,4%,2.4%,-19%,-1%,-5%,6%,3%,-34%

High-throughput results from PubChem.

The list is partial (hit frequency here may not be typical).
